# Pol iota inh – blocks human DNA polymerase iota activity; Q9UNA4; Pol iota fluorescent replication assay, 10 min; Potency, µM (series often up to 115 µM), for inactives: top-dose activity, negative = inhibition, most hits filed as inhibitors; 390,000 tested, 1% active; AID 588590
#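 Fluorescent replication assay read twice, at 0 min and 10 min after adding 50 nM (final) substrate. Enzyme (10 nM) and compounds were first incubated 15 min at room temperature; enzyme-free buffer wells were negative controls.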
# G9a inh – G9a (human) methyltransferase inhibition. Q96KQ7. G9a H3K9 monomethylation, AlphaScreen, 2 h. Potency, µM (doses to about 102 µM), for the others: at the highest dose activity, negative = inhibition, actives largely listed as inhibitors. 350,000 tested, 8.8% active. AID 504332; note: % is set by controls: 0 for no effect and ±100 for the full control effect; nearly all actives have a fitted effect of over 75% in size
#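 Chemiluminescent proximity detection of H3K9 monomethylation, read after 10 min bead incubation in the dark. Reaction: 20 nM G9a, 500 nM biotin-H3K9 peptide, 20 uM SAM cofactor, 2 h, room temperature, following 15 min enzyme-compound preincubation.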
# BAZ2B inh – inhibitors of human BAZ2B bromodomain | Q9UIF8 | AlphaScreen BAZ2B-H3K14Ac peptide displacement | Potency, µM (doses to about 114 µM), for the others: at the top dose activity change, negative = inhibition, actives largely listed as inhibitors | 360,000 tested, 4.4% active | AID 504333; note: % is set by controls: 0 for no effect and ±100 for the full control effect; nearly all actives have a fitted effect of over 60% in size
#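 Inhibition is scored as reduced AlphaScreen emission. The BAZ2B/b-H3(5-23)K14Ac complex (50 nM each) in PBS pH 7.4, 0.01% Tween-20 meets compound (up to 110 uM) for 30 min at RT before bead addition.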
# GLS inh – inhibitors of human glutaminase (GLS). GLS enzymatic activity, qHTS titration. Potency, µM (highest dose often 45.5 µM), inactives show top-dose activity change, negative = inhibition, most hits filed as inhibitors. 410,000 tested, 0.21% active; note: % is set by controls: 0 for no effect and ±100 for the full control effect
#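 hKGA; 45 mM KH2PO4 pH 8.2 + 0.02% Tween-20; cpd via pin tool; 1 mM Gln soln; GluOx/HRP/Amplex Red; RT 30 min; fluor. t0 & final.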
# JMJD2A Tudor – JMJD2A Tudor domain (human) inhibition; O75164; AlphaScreen JMJD2A-Tudor / H3K4me3 peptide binding; Potency, µM (series often up to 114 µM), for the others: at the top dose activity change, negative = inhibition, hits mostly inhibitors; 390,000 tested, 4.4% active; note: % is set by controls: 0 for no effect and ±100 for the full control effect; nearly all actives have a fitted effect of over 50% in size
# Target sequence (O75164 whole entry, looked up, the tested form may be a part): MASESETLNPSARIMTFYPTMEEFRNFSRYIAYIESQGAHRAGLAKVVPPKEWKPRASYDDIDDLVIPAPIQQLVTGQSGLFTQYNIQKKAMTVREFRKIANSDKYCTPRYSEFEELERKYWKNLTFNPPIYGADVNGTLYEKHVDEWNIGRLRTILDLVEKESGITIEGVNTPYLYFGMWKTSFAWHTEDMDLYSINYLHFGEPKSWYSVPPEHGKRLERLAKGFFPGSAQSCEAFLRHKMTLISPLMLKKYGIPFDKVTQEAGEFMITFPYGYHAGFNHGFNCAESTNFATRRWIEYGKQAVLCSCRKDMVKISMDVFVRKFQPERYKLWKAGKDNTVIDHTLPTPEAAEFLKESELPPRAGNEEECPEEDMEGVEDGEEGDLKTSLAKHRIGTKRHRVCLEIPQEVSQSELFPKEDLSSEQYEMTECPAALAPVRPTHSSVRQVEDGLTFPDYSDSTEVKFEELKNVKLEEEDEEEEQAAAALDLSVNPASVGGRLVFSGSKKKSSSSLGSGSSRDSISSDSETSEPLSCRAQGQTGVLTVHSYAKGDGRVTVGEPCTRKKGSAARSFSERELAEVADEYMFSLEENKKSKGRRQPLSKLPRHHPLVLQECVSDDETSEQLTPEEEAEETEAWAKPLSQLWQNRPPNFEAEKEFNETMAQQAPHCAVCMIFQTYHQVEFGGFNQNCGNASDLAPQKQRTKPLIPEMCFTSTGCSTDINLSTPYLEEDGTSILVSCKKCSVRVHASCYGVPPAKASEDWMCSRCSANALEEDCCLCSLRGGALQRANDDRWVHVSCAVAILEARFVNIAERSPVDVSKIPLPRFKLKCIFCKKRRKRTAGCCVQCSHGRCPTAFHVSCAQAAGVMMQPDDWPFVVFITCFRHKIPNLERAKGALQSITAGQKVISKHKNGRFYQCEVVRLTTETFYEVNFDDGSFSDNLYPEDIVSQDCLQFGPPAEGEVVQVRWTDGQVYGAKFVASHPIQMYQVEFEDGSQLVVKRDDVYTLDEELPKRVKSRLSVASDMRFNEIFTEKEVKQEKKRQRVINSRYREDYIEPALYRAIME
# BLM inh – Bloom syndrome helicase (human) inhibition; P54132; recombinant BLM DNA unwinding, fluorescence dequenching; Potency, µM (top dose mostly 56.1 µM), without a hit: at the highest dose activity change, negative = inhibition, hits mostly inhibitors; 350,000 tested, 0.2% active;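 note: plate controls were vehicle for no effect and no enzyme for full effect; nearly all actives have a fitted effect of over 35% in size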
# HP1b chromo inh – inhibitors of HP1-beta chromodomain binding to methylated histone tails; AlphaScreen HP1-beta / biotin-H3K9me3 peptide binding; Potency, µM (doses to about 114 µM), for the others: at the top dose activity change, negative = inhibition, most hits filed as inhibitors; 390,000 tested, 0.56% active; note: nearly all actives have a fitted effect of over 70% in size; inactives centre near 23
#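 Compound inhibition of the preformed complex between 50 nM HP1-beta and 50 nM biotinylated H3K9me3 peptide was read by AlphaScreen. Buffer was PBS pH 7.4 with 0.01% Tween-20. Incubations ran 30 min at room temperature, with 10 ug/mL donor/acceptor beads.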
# Tb PGK inh – inhibitors of T. brucei phosphoglycerate kinase; AID 602233; Potency, µM (doses to about 57.5 µM), inactives show top-dose activity change, negative = inhibition, hits mostly inhibitors; 380,000 tested, 0.043% active; P07378; PGK/GAPDH coupled, Kinase-Glo luminescence, 60 min; note: % is set by controls: 0 for no effect and ±100 for the full control effect; nearly all actives have a fitted effect of over 60% in size
#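 Recombinant glycosomal PGK reaction used 1,3-bisphosphoglycerate generated in-well by GAPDH (100nM final) in 100mM TEA pH 7.6, 5mM MgCl2, 0.01% Tween-20. After 60 minutes at room temperature, ATP was read by Kinase-Glo Plus luminescence end-point.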
# Pin1 inhibitor – blocks the human prolyl isomerase Pin1; Pin1 FP peptide displacement, HiFluor488, 10 min; Potency, µM (highest dose often 115 µM), inactives show top-dose activity, negative = inhibition, usual class: inhibitors; 390,000 tested, 0.009% active; active = well fitted inhibition curve with a large enough effect in the polarisation, with a control signal flat, not every such curve was filed as active; inconclusive = small, poorly fitted or top-dose-only effect, or effect the other way, or a change in a side signal; inactive = no such curve, though single readings can be large or run the other way; the % refers to the polarisation; note: % is set by controls: 0 for no effect and ±100 for the full control effect
# The depositor's hits bear a star; i = inactive; ? = inconclusive; nt = not tested or not shown; & = joins results of further samples; [ ] = remark or other dose. Unless noted, calls come from the whole dose curve; as a rule, active = well fitted curve in the direction sought with a large enough effect; inconclusive = small, poorly fitted or top-dose-only effect, or another doubt; inactive = no such curve, though single readings can be large; an effect the other way counts as inactive or inconclusive. Potency is the fitted concentration of half-maximal effect.
SMILES,Pol iota inh,G9a inh,BAZ2B inh,GLS inh,JMJD2A Tudor,BLM inh,HP1b chromo inh,Tb PGK inh,Pin1 inhibitor
Cc1ccc(NC(=O)C2CCCN2S(=O)(=O)c2ccc(-c3ccc(=O)[nH]n3)s2)c(C)c1 (stereo unspecified),-5%,2%[59 µM],-19%,0%,-19%,-2%,11%,-7%,4%
COc1ccccc1NC(=O)CCCC(=O)OC(C)C(=O)c1ccccc1 (stereo unspecified),60%[activator],?,10%,-5%,-9%,-5%,4%,-7%,-4%
CCOc1cc(C2CC(=O)Nc3nc(SCc4ccccc4)[nH]c(=O)c32)ccc1O (stereo unspecified),-3%,-8%[59 µM],-10%,5%,3%,-1%,21%,-3%,6%
CC1CCN(c2ccc(-c3nc(C(C)C)no3)cc2[N+](=O)[O-])CC1,-12%,-32%[59 µM],-26%,2%,-16%,-14%,37%,i,4%
CC(C)(C)N(Cc1ccccc1)C(=O)COC(=O)c1cccc([N+](=O)[O-])c1,25%,?,-30%,-6%,1%,-5%,22%,-1%,0%
CNc1c([N+](=O)[O-])cnn1-c1ccc(F)cc1,102%[activator],9%,-13%,6%,-13%,-4%,4%,-8%,-3%
O=C(CCc1nc2ccccc2c(=O)[nH]1)N1CCN(S(=O)(=O)c2ccccc2Br)CC1,4%,12%[0.501 µM],0%,7%,?,nt,24%,6%,14%
O=C(CNC(=O)c1ccco1)OCc1ccc(Cl)cc1,-1%,21%[12.7 µM],10%,-5%,10%,1%,46%[activator],-6%,-4%
Nc1nnnn1/N=C/c1cccc(Br)c1,?,nt,-6%,0%,-7%,0%,20%,-8%,-7%
CN(c1ccc(OCC(=O)OCC(=O)Nc2ccc([N+](=O)[O-])cc2)cc1)S(=O)(=O)c1cccs1,0%,nt,nt,3%,-32%,nt,-6%,-5%,0%
COC(=O)c1cc(COC(=O)CNC(=O)c2cccc(C)c2)oc1C,-12%,?,-4%,-1%,-12%,nt,22%,-3%,-2%
COC(=O)CNC(c1ccccc1)c1cc(Br)ccc1NS(=O)(=O)c1ccccc1 (stereo unspecified),51%[activator],46%[59 µM],10%,64%[activator],-7%,-11%,30%,-3%,-1%
COc1cc(C(=O)N/N=C/c2ccc3c(c2)c2ccccc2n3C)ccc1O,18µM*,22%,-23%,-9%,-14%,-7%,10%,7%,2%
CCC(C)(C)NC(=O)C(c1ccccc1Cl)N(Cc1cccnc1)C(=O)CCC(=O)Nc1cc(C)on1 (stereo unspecified),159%[activator],-10%,1%,6%,-31%,-1%,2%,-2%,1%
CCN(CC(=O)NCCc1ccc(S(N)(=O)=O)cc1)Cc1nc2ccccc2c(=O)[nH]1,22%,-10%,12%,-6%,-11%,3%,41%[activator],-7%,-1%
CCC1(C)NC(=O)N(/N=C/c2ccc(C)s2)C1=O (stereo unspecified),17%,-29%[2.33 µM],-7%,-3%,2%,-7%,31%,1%,?
Brc1ccccc1-c1csnn1,106%[activator],3%[59 µM],2%,-11%,9%,-1%,62%[activator],i,0%
COc1ccc(NC(=O)N2CCC(n3cnc4ccccc43)CC2)cc1,-18%,nt,4%,7%,-20%,-2%,19%,0%,-2%
CCCc1cc(C(=O)OC)c(NC(=O)CCC(=O)O)s1,19%,1%,-19%,1%,-23%,-5%,-1%,-2%,-1%
COc1ccccc1CNC(=O)Cn1c(=O)oc2ccccc21,-1%,5%[59 µM],0%,-7%,-15%,3%,14%,i,-4%

# Next part, starting with the last 2 of the part before.
SMILES,Pol iota inh,G9a inh,BAZ2B inh,GLS inh,JMJD2A Tudor,BLM inh,HP1b chromo inh,Tb PGK inh,Pin1 inhibitor
CCCc1cc(C(=O)OC)c(NC(=O)CCC(=O)O)s1,19%,1%,-19%,1%,-23%,-5%,-1%,-2%,-1%
COc1ccccc1CNC(=O)Cn1c(=O)oc2ccccc21,-1%,5%[59 µM],0%,-7%,-15%,3%,14%,i,-4%
CC(=O)Nc1ccc(SCCCC(=O)c2ccccc2)cc1,7%,45µM*,-20%,3%,-19%,-3%,25%,9%,-7%
CC(C(=O)NCC1CCCCC1)N(C)Cc1ccc(Br)cc1 (stereo unspecified),-12%,2%,4%,0%,4%,-5%,24%,-1%,2%
CC(C)OCCCNS(=O)(=O)c1ccc2c(c1)oc(=O)n2C,9%,-8%,-2%,3%,-6%,-5%,29%,-2%,4%
COCCN(C(=O)CSc1cc(C)c2ccccc2n1)c1c(N)n(CC(C)C)c(=O)[nH]c1=O,18%,2%[12.7 µM],-17%,-11%,10%,nt,40%[activator],-1%,1%
COc1cccc(CN2c3ccccc3-c3nc(SCC(=O)Nc4cccc(C)c4)ncc3S2(=O)=O)c1,?,-1%[59 µM],-1%,-2%,-20%,-6%,5%,-3%,53%[activator]
CN(Cc1ccc(F)cc1)C(=O)c1cccc(S(=O)(=O)N2CCN(c3ccccc3)CC2)c1,-4%,?,-19%,11%,-26%,nt,-2%,7%,13%
ClC1(Cl)CC1CSc1ncn[nH]1 (stereo unspecified),89%[activator],-26%,-20%,0%,-6%,1%,27%,4%,1%
CC(C)Cn1c(SCC(=O)N2CCN(S(=O)(=O)c3ccccc3)CC2)nc2ccccc21,6%,2%[12.7 µM],15%,-6%,-16%,-5%,44%[activator],-8%,31%[activator]
COCCn1c(/C=C/c2ccccc2)nc2ccccc21,46%[activator],56%[activator][59 µM],18%,-9%,24%,2%,73%[activator],-11%,-7%
COC(=O)c1c(NC(=O)Cc2cccs2)sc2c1CCC(C)C2 (stereo unspecified),?,?,-5%,9%,-11%,-8%,-11%,-2%,0%
COC(=O)COc1ccc2c(=O)c(Oc3ccccc3Br)coc2c1,-8%,20%,-2%,19%,-4%,-4%,21%,4%,19%
Cc1ccc(CNc2ccc(N3CCOCC3)cc2)s1,?,?,45µM*,97%[activator],50µM*,0%,?,-2%,0%
COc1ccc(NC(=O)COc2ccccc2Cc2ccccc2)cc1S(=O)(=O)N1CCOCC1,12%,?,-2%,-1%,-21%,nt,12%,5%,0%
O=C(CSc1nc2c(c(=O)n1-c1ccc(Cl)cc1)SCC2)Nc1nccs1,1%,-13%[2.33 µM],-7%,-15%,-2%,-7%,32%[activator],-6%,27%
Cc1ccc(/C=N/NC(=S)NCCc2ccccc2)s1,0%,-3%,-35%,-6%,-12%,-5%,58%[activator],-6%,0%
CCC(Oc1ccccc1)C(=O)Nc1ccccc1OC (stereo unspecified),16%,22%[59 µM],31%,13%,44%[activator],-4%,74%[activator],nt,-10%
Nc1c(N(Cc2ccco2)C(=O)c2ccc(Cl)cc2)c(=O)[nH]c(=O)n1Cc1ccccc1,27%,7%[12.7 µM],3%,4%,-5%,nt,35%[activator],-3%,-5%
COc1ccc(NC(=O)c2ccc3oc(=O)c(S(=O)(=O)c4ccc(C)cc4)cc3c2)cc1OC,-7%,7%[59 µM],-19%,-4%,-19%,-5%,7%,i,1%
CN1CCN(c2ccccc2NC(=O)c2cc(Br)ccc2Cl)CC1,6%,10%[12.7 µM],-3%,10%,5%[57.1 µM],1%,-13%,-3%,-12%
C=CCOc1ccccc1/C=N/NC(=O)Cc1ccccc1,12%,-1%[0.501 µM],?,-3%,-14%,-1%,17%,i,4%
CCCc1nc(Cl)c(C#N)c2c1CCCC2,42%[activator],22%,42%[activator],13%,13%,0%,75%[activator],0%,-10%
O=C(Nc1cccc(/C=C/c2ccccn2)c1)c1ccc(-n2cncn2)cc1,7%,nt,nt,0%,-10%,nt,27%,12%,7%
COc1ccc(CN(C)CC(=O)Nc2cc3oc4ccccc4c3cc2OC)c(OC)c1,-14%,-49%[59 µM],-31%,1%,-24%,-1%,29%,i,9%
CN(C)c1ccc(C2N(c3ccc(F)cc3)C(=O)C3CCCN32)cc1 (stereo unspecified),-6%,-87%,20%,19%,-19%,3%,43%[activator],0%,2%
CC1(C)Cc2c(c(=S)nc(-c3ccccc3)n2CCOCCO)CO1,-2%,-43%[59 µM],-23%,-9%,-13%,0%,35%,-6%,1%
CN(C)c1ccc(CN(C(=O)c2cccs2)C2CCS(=O)(=O)C2)cc1 (stereo unspecified),106%[activator],-13%,-6%,-16%,-28%,4%,5%,2%,-11%
CCOc1cc(/C=C/c2cc(C(=O)O)c3ccccc3n2)ccc1OC,4%,71µM*,13%,0%,2%,6%,47%[activator],0%,?
COc1cccc2cc(C(=O)Nc3cccnc3N3CCOCC3)c(=O)oc12,2%,-7%[12.7 µM],-2%,-6%,-3%,1%,18%,-9%,0%
COCCNC(=O)CCc1nc2cccnc2n1Cc1ccc(OC)cc1,12%&-5%,-11%,4%&-12%,12%&1%,-1%&1%,-5%&-1%,24%&32%,-9%&-7%,0%&0%
FC(F)(F)c1cc(Nc2ccccc2)nc(-c2ccccn2)n1,22%,84%[activator],-14%,0%,-28%,-5%,6%,-9%,1%
O=C(Nc1cccc(F)c1)C1CCN(c2nc3ccccc3nc2C(F)(F)F)CC1,23%,6%[59 µM],1%,-7%,2%,-6%,41%[activator],-8%,-4%
CCOc1ccc(C(=O)Nc2nc(C)c(C(=O)OC)s2)cc1,-14%,-41%,-18%,-12%,-29%,-6%,9%,i,14%
Cc1ccc(OCC(=O)Nc2ccc([N+](=O)[O-])cc2)cc1,-8%,-3%,-3%,2%,-8%,1%,33%,i,4%
O=C(COC(=O)/C=C/c1cccc([N+](=O)[O-])c1)Nc1cccnc1Cl,102%[activator],nt,nt,0%,-10%,nt,24%,-1%,0%
COC(=O)C(C)(C)NC(=O)c1cccs1,-11%,15%,9%,-4%,-18%,-1%,46%[activator],-4%,-3%
NNC(=O)c1ccc([N+](=O)[O-])c(CS(=O)(=O)c2ccc(Cl)cc2)c1,5%,10%,-5%,13%,-20%,-4%,29%,-3%,-2%
COC(=O)c1ccc(NC(=O)c2ccc3nc(C)sc3c2)cc1,66%[activator],?,-25%,-2%,-4%,-7%,32%,8%,-3%

# Not all compounds are listed, so the mix of outcomes need not match the whole.
